p53ts 39C kill: cytotoxicity in p53ts cells at nonpermissive temperature. H1299-p53A138V viability at 39C, ATP luminescence, 24 h. Potency, µM (series often up to 46.1 µM), for the others: at the highest dose activity change, negative = cell killing, usual class: cytotoxic. 130,000 compounds, 1.5% hits. AID 902; also: nearly all actives have a fitted effect of over 55% in size
p53ts 32C tox: kills p53ts cells at the permissive temperature; H1299-p53A138V at 32C, ATP luminescence viability, 24 h; Potency, µM (top dose mostly 46.1 µM), without a hit: top-dose activity change, negative = cytotoxicity, hits mostly cytotoxic; 130,000 compounds, 0.93% hits;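 also: 0% = DMSO and -100% = full killing by reference compound; nearly all actives have a fitted effect of over 55% in size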
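Viability by ATPlite luminescence after 24 h compound treatment (up to 46 uM) at the permissive 32C. Cells are H1299 carrying p53 A138V. Scale runs from DMSO basal to 100 uM tamoxifen as full kill; AC50 from Hill fits.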
IkB sig inh: suppresses IkB signaling in ABC-DLBCL reporter cells | 110,000 compounds, 0.04% hits | AID 445 | Potency, µM (series often up to 57.1 µM), for the others: at the top dose IkBa stabilization activation | ABC-DLBCL IkBa-CBG/CBR dual luciferase ratio, 4 h; response scale: scaled: untreated 0%, proteasome inhibitor 100%; active = well fitted curve in the direction sought with a large enough effect in the signal ratio, not every such curve was filed as active; inconclusive = small, poorly fitted or top-dose-only effect, or a change in a side signal; the % refers to the signal ratio;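 also: the direction sought is a rising ratio; 0% = basal untreated cells and 100% = reference inhibitor full response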
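Luminescence ratio of IκBα-fused green versus native red beetle luciferase in OCI-Ly3 cells, 4 h post-doxycycline with compound; red signal alone, scaled from basal (0%) to zero light (-100%), flagged nonspecific or cytotoxic effects.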
Imprint erasure: inducers of genomic imprint erasure in mouse ES cells; mouse ES Peg3-LacZ reporter, beta-gal luminescence, 40 h; Potency, µM (series often up to 60.7 µM), inactives show at the top dose activity change, positive = activation, usual class: activators; 110,000 compounds, 0.02% hits; AID 1948;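 also: 0% = negative control wells on the plate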
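Gelatin-coated wells received 300 freshly trypsinized female ES cells with a Peg3LacZ-Neo reporter on the maternal allele, then incubated 40 hours at 37C. BetaGlo was added for 5 minutes at room temperature before a single luminescence read.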
An asterisk follows results filed as active; ? = inconclusive; . = not tested or not shown; & = joins results of further samples; [ ] = another dose, or the depositor's remark. Unless noted, calls follow the shape of the dose curve; as a rule, active = well fitted curve in the direction sought with a large enough effect; inconclusive = small, poorly fitted or top-dose-only effect, or another doubt; inactive = no such curve, though single readings can be large; an effect the other way counts as inactive or inconclusive. Unless noted, % is scaled to controls: 0 for no effect and ±100 for the full control effect; potency is read from the fitted curve at half-maximal effect. This is a random part of the collection; any-hit rate near 1.7%.

The first three entries, ahead of the listing:
Every second line gives: p53ts 39C kill, p53ts 32C tox, IkB sig inh, Imprint erasure
- Cn1c(=S)c2[nH]c(SCCN3CCCC3)nc2n(C)c1=O
  -3.7%[9.22 µM], 1.8%[9.22 µM], -0.7%[11.4 µM], -9.3%[10.9 µM]
- Cc1cc(C)cc(OCC(=O)N2N=C(C(F)(F)F)CC2(O)C(C)(C)C)c1 (stereo not drawn)
  -18.0%, -28.8%, ., .
- Cc1oc(C)c(C(=O)Nc2ccc(CC(=O)O)cc2)c1C(=O)Nc1ccc(CC(=O)O)cc1
  -3.3%, 2.1%, -1.0%, -6.2%

The whole of this part, from the start:
Every second line gives: p53ts 39C kill, p53ts 32C tox, IkB sig inh, Imprint erasure
- Cn1c(=S)c2[nH]c(SCCN3CCCC3)nc2n(C)c1=O
  -3.7%[9.22 µM], 1.8%[9.22 µM], -0.7%[11.4 µM], -9.3%[10.9 µM]
- Cc1cc(C)cc(OCC(=O)N2N=C(C(F)(F)F)CC2(O)C(C)(C)C)c1 (stereo not drawn)
  -18.0%, -28.8%, ., .
- Cc1oc(C)c(C(=O)Nc2ccc(CC(=O)O)cc2)c1C(=O)Nc1ccc(CC(=O)O)cc1
  -3.3%, 2.1%, -1.0%, -6.2%
- CCCCc1nc2c(c3c1CC(C)OC3)CN(CCC(C)C)CC2 (stereo not drawn)
  7.7%[9.22 µM], 8.6%[9.22 µM], ., .
- Cc1ccc(Cl)cc1-n1ncc2c(NCc3ccc(F)cc3)ncnc21
  -6.0%, 0.7%, ?, 28.1%[10.9 µM]
- CC(Sc1nnc(-c2cc3ccccc3o2)n1-c1ccccc1)C(=O)O (stereo not drawn)
  3.5%, 3.6%, 5.3%, -6.2%
- CCCCn1c(SCC(=O)Nc2nc(C)cs2)nnc1-c1cccnc1
  -6.4%, -8.7%, 0.6%, -8.7%
- CCc1cccc(NC(=O)c2nnn(Cc3ccc(SC)cc3)c2N)c1
  3.5%, 1.2%, -0.4%, -8.2%[10.9 µM]
- O=C(Nc1nnc(-c2ccccc2)o1)c1ccc(Cl)cc1
  1.6%, -1.3%, ?, -61.2%[inhibitor]
- CCC(C)OC(=O)C1=C(C)NC(=O)NC1c1ccc(F)cc1 (stereo not drawn)
  2.4%, 5.9%, 0.1%, 0.9%
- COC(=O)N1CC(=O)N(OC)C1c1ccc(Cl)cc1Cl (stereo not drawn)
  1.3%, -0.8%, 1.1%, 0.5%
- Fc1ccccc1N1CCN(c2nc3ccccc3c3nc(-c4ccccc4)nn23)CC1
  0.5%, 2.6%, 0.0%, -11.5%[10.9 µM]
- N#CCCn1c(=O)cnc2cnc(N3CCNCC3)nc21
  -6.8%, -8.5%, 2.5%[11.4 µM], .
- CC1OC(OCC2OC(Oc3c(-c4ccc(O)c(O)c4)oc4cc(O)cc(O)c4c3=O)C(O)C(O)C2O)C(O)C(O)C1O (stereo not drawn)
  6.6%, 11.3%, ., -1.9%
- CC(NC(=O)CN(C1CCCCC1)S(C)(=O)=O)c1ccccc1 (stereo not drawn)
  12.9%, -0.7%, ., .
- COc1ccc(NCc2cc3cc4c(cc3n(CC(=O)Nc3ccccc3)c2=O)OCO4)cc1
  9.1%, 0.7%, ?, -4.8%[10.9 µM]
- Cc1ccc2oc(-c3cccc(NC(=O)c4cccc5c(Br)cccc45)c3)nc2c1
  -3.5%, -15.5%, -2.0%, -2.7%[10.9 µM]
- Cc1ccc(-c2nnc(-c3ccc(NC(=O)c4ccco4)cc3)o2)cc1
  4.4%, -6.0%, -1.7%, -2.2%
- CC(C)(C)C(=O)NC(=C(Cl)Cl)P(=O)(O)O
  -8.0%, -4.1%, -0.2%, 0.4%
- Clc1ccc(-n2ncc3c(NCCN4CCOCC4)ncnc32)cc1
  -27.0%, -27.9%, ?, -10.8%
- CCCCOc1ccc(C(=O)Nc2ccc(S(=O)(=O)Nc3nc(C)cc(C)n3)cc2)cc1
  ?, -18.1%, ?, -11.9%[10.9 µM]
- CCCCN(CC)C(=O)c1ccc(Cl)c(Cl)c1
  2.2%, 6.2%, -5.2%, -6.9%
- COc1cc(C2CC(=O)N(CC(=O)NCc3ccco3)c3ccccc3S2)cc(OC)c1OC (stereo not drawn)
  5.9%, 6.2%, ., .
- CC1CCc2nc(NC(=O)CN3CCN(Cc4ccc5c(c4)OCO5)CC3)sc2C1 (stereo not drawn)
  -8.0%, -4.3%, ?, -28.3%
- Cn1c(=O)c(=O)n(C)c2cc(S(=O)(=O)N3CCN(c4cccc(C(F)(F)F)c4)CC3)ccc21
  -2.1%, -1.2%, -1.0%, -3.0%
- Cc1ccc(-n2nc3ccc(NC(=O)Cc4ccc(Cl)cc4)cc3n2)cc1
  21.2%, 9.4%, -5.5%, 17.0%[10.9 µM]
- O=C1CC(NCc2ccco2)C(=O)N1CCc1ccccc1 (stereo not drawn)
  6.4%, 2.4%, 1.4%, -16.2%
- CCc1sc(Nc2cccc(C)c2)nc1-c1cc2cccc(OC)c2oc1=O
  -29.3%, 4.0%, ?, -11.7%[10.9 µM]
- COCCNC(=O)c1cc(-c2ccc3c(c2)OCO3)on1
  ?, ?, 2.2%, -78.1%[inhibitor]
- COc1ccc(C)cc1NS(=O)(=O)c1ccc2c(c1)n(C)c(=O)n2C
  12.3%, -8.1%, 6.2%, -5.1%[10.9 µM]
- CCN1CCN(CC(O)COc2ccc(C)c(C)c2)CC1 (stereo not drawn)
  -3.0%, -4.6%, 0.3%, -15.2%
- CCOc1ccc(CCNC(=O)c2cc3c(-c4ccccc4F)nn(C)c3s2)cc1OCC
  6.6%, 4.2%, ?, -8.2%[10.9 µM]
- COc1ccc(OC)c(CCNC(=O)Cn2sc3nc(C)cc(C)c3c2=O)c1
  16.5%, -13.5%, ?, -80.1%[inhibitor]
- CCOC(=O)N1CCN(S(=O)(=O)N2CCCC(C(=O)NCc3ccccc3OC)C2)CC1 (stereo not drawn)
  -7.9%, 4.0%, ?, -18.1%[10.9 µM]
- O=[N+]([O-])c1cccc2c[nH]nc12
  8.7%, 10.3%, 0.7%, -2.5%
- Cc1ccc(CNC(=O)CN(c2ccc(C(C)C)cc2)S(=O)(=O)c2c(C)n[nH]c2C)cc1
  -0.5%, 5.3%, ?, -2.8%[10.9 µM]
- Cc1ccc(-c2c3c(=O)n(C)c(=O)n(C)c3cn2-n2cnnc2)cc1
  66.4%[activator], -3.3%, ?, -41.9%[inhibitor]
- COc1ccc2oc(=O)cc(CN3CCN(c4ccccc4F)CC3)c2c1
  -20.5%, -15.1%, -3.0%, -11.7%[10.9 µM]
- C=C1C=C(Br)C2(OCCCO2)[C@H]2OC12 (stereo partly drawn)
  2.7%[9.22 µM], 1.2%[9.22 µM], ., .
- O=S1(=O)CCN2C=Nc3sc4c(c3C2=N1)CCCC4
  -6.0%, 6.4%, -0.3%, -6.0%
- CCOc1ccc2nc(NC(=O)CSc3nc4c(c(=O)n(C)c(=O)n4C)n3CC)sc2c1
  18.3%, -2.0%, 0.3%, 7.0%
- Cc1cccc(C#Cc2ccccc2)n1
  ?, 12.6µM*, 0.3%&4.2%, -43.9%&-59.3%[inhibitor]
- COc1ccc(-c2csc(N3CCOCC3)n2)cc1OC
  -29.1%, -29.5%, -7.4%, .
- Cc1nnc(N)nc1C
  -3.5%, 2.4%, 1.2%, 3.3%
- CCc1ccccc1N1CC(c2nc3ccccc3n2CCCOc2ccc(Cl)cc2)CC1=O (stereo not drawn)
  20µM*, ?, ?, -12.6%[10.9 µM]
- Cc1ccc(OCCn2ccc(=O)[nH]c2=O)cc1C
  6.5%, 3.8%, -0.1%, -9.2%
- CCCCC[C@H](O)c1cccc(OCc2ccc3ccccc3n2)c1
  42.5%[activator], 11.6%, 8.6%, .
- CCN(Cc1ccccc1)C(c1cccc(C#N)c1)c1nnnn1C(C)(C)C (stereo not drawn)
  2.3%, 3.9%, 14.3%, .
- CCOC(=O)N1CCN(C(=O)c2ccc(N3C(=O)CCC3=O)cc2)CC1
  12.5%, 2.9%, 0.6%, ?
- c1c2c(cc3sc(N4CCCCC4)nc13)OCCO2
  2µM*, 1.26µM*, ?, -91.4%[inhibitor]
- COC(=O)CSc1nc2cc(OC)ccc2cc1C#N
  ?, ?, -4.6%, .
- CCC(=O)N1CCc2cc(Br)cc(S(=O)(=O)N(CC)Cc3ccccc3)c21
  -15.8%, 0.9%, ?, -11.3%[10.9 µM]
- Cc1nnc(N(Cc2ccco2)C(=O)c2ccc(C#N)cc2)s1
  -10.1%, -3.5%, ., .
- CC(C)(C)C(=O)Cn1c(=O)n(CCCCCC(=O)NCc2ccccc2Cl)c(=O)c2sccc21
  16.3%, 11.7%, ?, -5.9%[10.9 µM]
- Cc1ccc(C(=O)Nc2nc(COc3ccccc3)cs2)s1
  -24.9%, 15.4%, ?, -18.5%
- COc1cc2c(cc1OC)-c1cc(Nc3ccc4c(c3)OCCO4)nc(=O)n1CC2
  -16.1%, -9.3%, ?, -5.3%
- CC(=O)N1CCCc2cc(S(=O)(=O)N3CCC(C(=O)Nc4ccc(C)cc4Cl)CC3)ccc21
  -20.8%, -0.2%, 2.2%, 12.2%[10.9 µM]
- CCC(CC)NC(=O)COC(=O)CCC(=O)c1cccs1
  0.3%, 0.3%, ., .
- CCCOc1cccc(NC(=O)c2c(-c3ccccc3)noc2C)c1
  1.2%, 3.1%, 0.8%, -6.8%
- Cc1cc(C)cc(NC(=O)Cn2nc(N3CCN(c4ccccc4)CC3)ccc2=O)c1
  -17.9%, 6.4%, 1.8%, -4.4%[10.9 µM]

The list goes on.
Molecule | p53ts 39C kill | p53ts 32C tox | IkB sig inh | Imprint erasure
CCOC(=O)c1ccc(N2C(=O)c3n[nH]c(-c4ccco4)c3C2c2ccc(O)c(OC)c2)cc1 (stereo not drawn) | -28.7% | -6.5% | ? | 23.0%[10.9 µM]
CC[C@H](C)[C@H](NS(=O)(=O)c1ccc(C)cc1)C(=O)N1CCC(C(=O)N[C@H](C(=O)O)C(C)C)CC1 | 0.2% | -0.6% | 0.0% | -6.8%
COc1ccc(C)cc1NC(=O)c1ccc(S(=O)(=O)N2CCOCC2)cc1 | -3.9% | -0.8% | 1.3% | -1.7%
Cc1cccc(C(=O)n2nc(-c3cccnc3)nc2NCc2ccccc2)c1 | -12.2% | 7.7% | ? | -10.6%[10.9 µM]
CCc1ccc(NC(=O)Cc2c(C(=O)O)c(C)cn2C)cc1 | -6.9% | 4.2% | -2.0% | -6.9%[10.9 µM]
O=C(c1ccc2c(c1)N(Cc1ccccc1)C(=O)c1ccccc1S2(=O)=O)N1CCN(Cc2ccccc2)CC1 | -18.4% | 20.1% | ? | -17.7%[10.9 µM]
CCOC(=O)N1CCC(n2c(SCC(=O)NCc3ccccc3)nc3ccccc3c2=O)CC1 | 6.6% | 15.3% | 1.8% | -16.9%
CC(C)(C)C(=O)CSc1nc2ccsc2c(=O)n1Cc1ccccc1F | -4.7% | 3.7% | 1.5% | -14.3%[10.9 µM]
Cc1ccc(CNC(=O)CCN2C(=O)C(C)Oc3ccc(C)cc32)cc1 (stereo not drawn) | -0.8% | 9.7% | 16.7% | 10.7%[10.9 µM]
C=CCn1c(SCC(N)=O)nc(C)cc1=O | 0.7% | -1.0% | -0.7% | -1.1%
Cc1oc(-c2ccccc2F)nc1CS(=O)(=O)CC(=O)NCCN(C)C1CCCCC1 | -18.2% | -0.5% | 1.4% | -16.5%
COc1ccc(CCNCc2c(C(=O)O)c(C)n(Cc3cccc(Cl)c3)c2C)c(OC)c1OC | 3.0% | 1.9% | 0.5% | 8.0%[10.9 µM]
Cc1c(CCC(=O)NCCc2ccccc2F)c(=O)oc2cc(O)ccc12 | 1.4% | 5.9% | ? | -8.8%[10.9 µM]
COc1ccc(Cl)cc1S(=O)(=O)N1CCN=C1C | -7.8% | 4.1% | -3.6% | -5.5%
